Diaph act CS: diaphorase activation or chemical reduction counter-screen. Diaphorase/resazurin coupled assay, resorufin fluorescence, 16 min; hits give high values; 1 = vehicle wells, 0 = NADH-free wells. activation factor at 20 µM. hit rate 0.005% among 190,000. AID 1229;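 active means diaphorase activity raised at least twofold by the compound at 20 µM; inactive means activation factor below 2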
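Material: purified diaphorase enzyme from Clostridium kluyveri; Also added: 0.114 mM NADH and 0.1 mM resazurin, final amounts; Doses: single compound dose of 20 µM, 1% DMSO final; Times: 16 min enzyme reaction, ambient temperature; Detection: resorufin fluorescence, excitation 544 nm, emission 590 nm; Measure: increased resorufin signal from activators or reducing compounds.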
ROMK primary: human ROMK K+ channel modulation, primary screen; hit rate 2% among 130,000; B-score at 10 µM; Tet-inducible ROMK, thallium flux fluorescence; actives lie on both sides; P48048;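 active means signal ratio slope over the read window, or its plate-corrected B-score, at least 3 SD from the plate mean, either direction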;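 further: B-score of the F/F0 ratio slope over 7 to 12 s after thallium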
Diaphorase inh: inhibits diaphorase or chemically oxidizes, flagging diaphorase assay artifacts; diaphorase resazurin-to-resorufin fluorescence, NADH, 16 min; bacterial (C. kluyveri) enzyme, not human; inhibition, % at 20 µM; hit rate 0.69% among 190,000; AID 1217;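 active means primary screen inhibition at 20 µM above a set limit, cut at about 50% in these data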;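 further: plate controls were DMSO with full reaction for no effect and wells lacking NADH for full effect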
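System: Diaphorase enzyme from Clostridium kluyveri | Amount: Enzyme working solution with 0.14 U/mL diaphorase | Benchmarks: No-NADH positive control and DMSO neutral control | Signal: Fluorescence of resorufin formed from resazurin, Ex 544/Em 590 nm | Schedule: 16-min room-temperature incubation before reading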
G6PDH CS: counter-screen for G6PDH assay hits: L. mesenteroides G6PDH inhibition. hit rate 0.12% among 200,000. Purified L. mesenteroides G6PDH, diaphorase/resazurin coupled fluorescence, 45 min. inhibition, % at 5 µM; in the data active means inhibition above about 50%
PPARg SRC3 recr: promotes SRC-3 coactivator recruitment by human PPARgamma | P37231 | activation, % at 8 µM | hit rate 0.26% among 200,000 | biochemical PPARgamma/SRC-3 coactivator recruitment assay; in the data active means activation above about 23%;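 further: 0% = DMSO and 100% = reference agonist; some compounds past the cut are filed as inactive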
Target sequence (P37231 whole entry, looked up): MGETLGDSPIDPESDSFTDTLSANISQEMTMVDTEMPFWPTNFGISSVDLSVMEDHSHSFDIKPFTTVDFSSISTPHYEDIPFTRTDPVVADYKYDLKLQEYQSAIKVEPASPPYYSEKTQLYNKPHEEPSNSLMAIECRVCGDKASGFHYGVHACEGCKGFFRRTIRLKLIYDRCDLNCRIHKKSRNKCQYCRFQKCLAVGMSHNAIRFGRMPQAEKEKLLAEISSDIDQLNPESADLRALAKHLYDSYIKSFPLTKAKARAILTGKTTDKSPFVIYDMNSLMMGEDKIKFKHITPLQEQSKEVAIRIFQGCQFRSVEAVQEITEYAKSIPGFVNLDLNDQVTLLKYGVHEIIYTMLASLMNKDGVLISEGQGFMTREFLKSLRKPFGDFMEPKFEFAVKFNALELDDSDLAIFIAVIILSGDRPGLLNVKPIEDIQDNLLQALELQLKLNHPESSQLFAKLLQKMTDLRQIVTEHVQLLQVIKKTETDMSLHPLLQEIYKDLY
PPARg SRC-1 ag: agonists of human PPARgamma SRC-1 coactivator recruitment; P37231; PPARgamma-SRC-1 coactivator recruitment biochemical assay; activation, % at 8 µM; hit rate 0.41% among 200,000; in the data active means activation above about 19%;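 further: 0% = DMSO and 100% = reference agonist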
SRC2 TRFRET art: counter-screen for PPARgamma SRC-2 recruitment agonists: TR-FRET artefact | hits give high values | hit rate 0.4% among 200,000 | TR-FRET ratio at 8 µM | AID 1049; in the data active means TR-FRET ratio above about 2000; further: inactives centre near 1500
PMI act satM6P: PMI (human) activation, high substrate | P34949 | coupled PMI enzyme assay, resazurin fluorescence, 20 min; hits give high values; 1 = untreated enzyme, 0 = substrate-free blank | activation factor at 20 µM | hit rate 0.34% among 190,000;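 active means activation factor of 2 or more at 20 µM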
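Technique: Diaphorase-driven resazurin-to-resorufin fluorescence, excitation 544, emission 590 nm | Assay system: Human PMI in coupled enzyme assay | Times: Enzyme reaction with compound 20 min at room temperature | Medium: HEPES-buffered pH 7.4 with magnesium and detergent | Reagent: Mannose-6-phosphate 1.0 mM (near-saturating) plus 0.22 mM NADP+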
PPARg SRC2 recr: PPARgamma-driven SRC-2 recruitment agonism. P37231. AID 1032. activation, % at 8 µM. hit rate 0.34% among 200,000. PPARgamma LBD-SRC-2 recruitment, biochemical; in the data active means activation above about 22%;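 further: 0% = vehicle and 100% = reference agonist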
PMI activator: increases human mannose-6-phosphate isomerase activity | P34949 | purified human PMI, coupled resazurin fluorescence, 20 min; hits give high values; 1 = vehicle control, 0 substrate-free wells | activation factor at 20 µM | hit rate 0.005% among 190,000 | AID 1214;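 active means activation factor of 2 or more at 20 µM, relative to plate controls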
S1P3 antagonist: antagonists of human S1P3 receptor | Q99500 | inhibition, % at 4.98 µM | CHO S1P3 NFAT-BLA reporter, FRET fluorescence, antagonist mode | AID 485 | hit rate 0.27% among 170,000;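 active means inhibition above the plate cutoff, the mean inhibition of test wells on that plate plus 3 SD, cut at about 28% in these data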;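 further: cells challenged with S1P at its EC80 of 0.8 µM; blue over green emission ratio from cleaved BLA substrate after 4 h stimulation; 0% = S1P-stimulated wells and 100% = unstimulated DMSO-only wells; some compounds past the cut are filed as inactive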
Target sequence (Q99500 whole entry, looked up): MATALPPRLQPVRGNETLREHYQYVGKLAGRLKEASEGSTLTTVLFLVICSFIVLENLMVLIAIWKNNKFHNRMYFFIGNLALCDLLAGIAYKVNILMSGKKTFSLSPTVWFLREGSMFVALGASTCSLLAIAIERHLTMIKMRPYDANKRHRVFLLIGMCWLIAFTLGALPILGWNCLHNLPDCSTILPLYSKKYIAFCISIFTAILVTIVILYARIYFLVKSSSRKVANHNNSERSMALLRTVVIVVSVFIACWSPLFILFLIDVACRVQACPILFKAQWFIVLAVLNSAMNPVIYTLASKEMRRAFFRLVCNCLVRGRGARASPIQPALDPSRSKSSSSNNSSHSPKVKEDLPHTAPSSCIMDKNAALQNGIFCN
Starred values were filed as active, the others as inactive; . = no result given.

Sequence of screens: PPARg SRC3 recr	PMI activator	PMI act satM6P	ROMK primary	SRC2 TRFRET art	Diaphorase inh	Diaph act CS	PPARg SRC2 recr	G6PDH CS	S1P3 antagonist	PPARg SRC-1 ag
COc1cc(C)c(Br)cc1S(=O)(=O)N1CCOCC1
  1	1.1	1	.	1661	3	1	6	2	-10	2
Cc1noc(C)c1CSc1nc2sc3c(c2c(=O)n1C)CCCC3
  -2	0.9	0.9	-0.44	1374	29	0.7	5	-1	.	-3
CCOCC(=O)Nc1ccc(S(=O)(=O)NCCc2ccccc2)cc1
  1	0.9	0.9	.	1398	14	0.9	6	-14	8	0
O=C(CCCc1nc2ccccc2s1)NCc1ccccc1F
  -2	1	0.9	-1.5	1630	7	0.9	3	5	-6	-2
O=C(Nc1cc(=O)[nH]c2ncnn12)c1ccccc1
  12	0.9	0.9	.	1630	19	0.8	2	-2	.	4
COc1ccccc1N1CCN(Cc2ccc(O)c3ncccc23)CC1
  0	0.4	0.4	-2.7	1375	57*	0.4	-4	29	.	2
CCc1ccc(C2=NN(CCC(=O)NC(C)CCc3ccccc3)C(=O)CC2)cc1 (stereo not given)
  -2	0.9	0.9	-1.1	1536	16	0.8	-4	2	-10	9
COc1cc(C)ccc1OCCOc1ccccc1Cl
  3	0.8	0.9	.	1412	19	0.8	3	4	.	-5
COc1ccc(CCN(C(=O)c2cccc(F)c2)C2CC(=O)N(c3ccccc3)C2=O)cc1 (stereo not given)
  0	1	1	-0.4	1528	12	0.9	1	-3	-11	-2
COC(=O)CC1C(=O)NCCN1C(=S)NC(=O)CCc1ccccc1 (stereo not given)
  1	0.9	1	-0.76	1412	16	0.8	-10	1	-6	-2

Next section
Sequence of screens: PPARg SRC3 recr	PMI activator	PMI act satM6P	ROMK primary	SRC2 TRFRET art	Diaphorase inh	Diaph act CS	PPARg SRC2 recr	G6PDH CS	S1P3 antagonist	PPARg SRC-1 ag
O=C(NCCCN1CCOCC1)c1cc2cc(Cl)cc(Cl)c2oc1=O
  2	.	.	.	1557	.	.	-1	.	-21	-1
Nc1c(S(=O)(=O)c2cccs2)c2nc3ccccc3nc2n1Cc1cccs1
  5	0.9	0.8	.	1532	28	0.7	-1	5	-5	1
Cc1ccc(/C=N/NS(=O)(=O)c2ccccc2)o1
  10	1	0.9	0.79	1639	12	0.9	9	3	-22	2
FC(F)(F)c1cccc(NC(=S)NCCc2ccccn2)c1
  -2	1	1	-1.7	1588	18	0.8	4	-3	.	-1
O=C(NCc1ccc(F)cc1)c1cnc2n(c1=O)CCS2
  0	1	0.9	.	1694	16	0.8	4	4	-24	1
COc1cc2[nH]c(=S)n(CCN3CCCCC3C)c(=O)c2cc1OC (stereo not given)
  -4	0.9	0.9	0.51	1407	8	0.9	-1	-34	.	-2
Cc1ccc(OCC(=O)NNC(=O)CCC(=O)Nc2ccc(C)cc2C)cc1
  -6	1	1	.	1564	-2	1	0	4	.	0
Cc1cc(N2CCCC(C(=O)Nc3cccc(Cl)c3)C2)n2ncnc2n1 (stereo not given)
  -1	0.8	0.9	-0.15	1434	17	0.8	0	12	13	9
O=C(CCN(CCO)Cc1ccccc1)Nc1ccc(Br)cc1
  -8	0.9	0.9	-1.9	1315	26	0.7	1	3	-2	-1
COc1ccc(C2c3[nH]c4ccccc4c3CCN2C(=O)c2cn3ccccc3n2)c(F)c1 (stereo not given)
  -5	0.8	0.8	-1.4	1492	18	0.8	6	14	-1	4

The listing continues:
Sequence of screens: PPARg SRC3 recr	PMI activator	PMI act satM6P	ROMK primary	SRC2 TRFRET art	Diaphorase inh	Diaph act CS	PPARg SRC2 recr	G6PDH CS	S1P3 antagonist	PPARg SRC-1 ag
O=C(COC(=O)CCSc1ccc(Cl)cc1)Nc1ccc(F)cc1
  -3	0.9	1.1	0.66	1348	4	1	1	12	0	7
CC(=O)C1=C(C)NC(SCC(=O)Nc2nc3ccccc3s2)=C(C#N)C1c1ccc(Cl)cc1 (stereo not given)
  6	1	1.2	.	1702	12	0.9	5	-33	-9	12
N#Cc1c2c(c(=S)n(-c3ccccc3)c1N)CCCC2
  7	1.1	0.7	0.026	1579	35	0.6	-6	15	-5	2
CCNc1nc(NC(C)C)nc(NS(=O)(=O)c2ccc(N)cc2)n1
  -2	0.9	1	0.87	1498	16	0.8	10	6	.	5
CCSc1nnc(NC(=O)c2cccs2)s1
  -4	1	0.9	.	1434	9	0.9	0	-4	-52	4
O=C(c1coc2ccc(O)c(CN3CCOCC3)c12)C1CC1
  18	1	1	-0.066	1530	22	0.8	11	4	3	7
O=C(COC(=O)C1CC(=O)N(C2CCCCC2)C1)c1ccc(F)cc1 (stereo not given)
  5	1	1	.	1677	-3	1	0	-7	-5	9
Cc1ccc2nc(SC(C)C(=O)N3CCOCC3)[nH]c2c1 (stereo not given)
  -2	1.1	1.1	-0.94	1524	-11	1.1	-4	2	-13	1
O=S(=O)(Nc1cccc(Cl)c1)c1ccc2oc(=S)[nH]c2c1
  2	1.4	1.3	0.29	1707	6	0.9	5	5	-14	1
C[C@@H](C(=O)NCc1ccc(S(C)(=O)=O)cc1)[C@H]1C[C@]1(C)[C@H](NC(=O)OCc1ccccc1)c1ccccc1
  -1	0.9	0.9	-1.5	1588	21	0.8	-2	20	-2	7

Continuation.
Sequence of screens: PPARg SRC3 recr	PMI activator	PMI act satM6P	ROMK primary	SRC2 TRFRET art	Diaphorase inh	Diaph act CS	PPARg SRC2 recr	G6PDH CS	S1P3 antagonist	PPARg SRC-1 ag
O=c1c(/C=N/O)c(Nc2ccccc2)nc2ccccn12
  2	1	1	.	1699	13	0.9	12	9	2	2
Cc1ccc(S(=O)(=O)N(CC(=O)NCCC2=CCCCC2)Cc2ccccc2F)cc1
  1	0.8	0.8	.	1442	24	0.8	-1	7	.	16
COC(CNC(=O)c1cccnc1)OC
  -1	0.9	1	-0.54	1496	19	0.8	-5	9	-13	-7
CNC(=O)c1cc2cc(Cl)cc(OC)c2oc1=O
  -9	.	.	.	1529	.	.	-4	.	31	8
CCOC(=O)Cc1csc(NC(=O)c2ccc(OC)c(OC)c2)n1
  -6	1	1	.	1491	9	0.9	7	2	.	10
CCc1nnc(NC(=O)C(C)N2C(=O)C3C4C=CC(C4)C3C2=O)s1 (stereo not given)
  -4	1	1	0.98	1582	5	0.9	-3	-3	-4	0
COc1ccc(CCNC(=O)C2CCCN2C(=O)Nc2cccc(C(C)=O)c2)cc1OC (stereo not given)
  -19	1	1	-0.43	1417	14	0.9	-1	0	.	8
CN(C)CCCN(C(=O)COc1ccc(Cl)cc1)c1nc2ccc(F)cc2s1
  6	1.1	1.1	-0.36	1853	-8	1.1	6	10	1	8
Cc1onc(-c2ccccc2)c1C(=O)Nc1sc2c(c1C(N)=O)CCC2
  14	1	0.9	.	1565	15	0.8	9	15	.	10
O=C(CSc1nc2ccccc2c(=O)n1Cc1ccc(C(=O)NC2CC2)cc1)NCc1ccco1
  0	0.9	0.9	-0.6	1484	12	0.9	-4	-19	.	-6

Gathered by group, those above containing bromine (2)
Sequence of screens: PPARg SRC3 recr	PMI activator	PMI act satM6P	ROMK primary	SRC2 TRFRET art	Diaphorase inh	Diaph act CS	PPARg SRC2 recr	G6PDH CS	S1P3 antagonist	PPARg SRC-1 ag
COc1cc(C)c(Br)cc1S(=O)(=O)N1CCOCC1
  1	1.1	1	.	1661	3	1	6	2	-10	2
O=C(CCN(CCO)Cc1ccccc1)Nc1ccc(Br)cc1
  -8	0.9	0.9	-1.9	1315	26	0.7	1	3	-2	-1

Next part
Sequence of screens: PPARg SRC3 recr	PMI activator	PMI act satM6P	ROMK primary	SRC2 TRFRET art	Diaphorase inh	Diaph act CS	PPARg SRC2 recr	G6PDH CS	S1P3 antagonist	PPARg SRC-1 ag
O=C(NCCCO)/C(=C\C=C\c1ccccc1)NC(=O)c1ccccc1Cl
  8	0.9	0.9	.	1639	11	0.9	3	2	1	10
CCOC(=O)CSc1n[nH]c(NC(=O)CC)n1
  5	1.1	1	.	1540	14	0.9	2	23	-18	12
CCCCCn1c(CN2CCN(CCO)CC2)nc2c1c(=O)n(C)c(=O)n2C
  21	0.8	0.8	.	1713	17	0.8	6	-13	-15	2
CCCc1[nH][nH]c(=O)c1C(c1ccccc1)C(C#N)C#N (stereo not given)
  -3	0.9	1	.	1401	7	0.9	-2	-15	.	4
CCn1c(-c2nn(-c3ccccc3)ccc2=O)n[nH]c1=S
  0	1	1	-0.34	1460	19	0.8	-1	12	-19	8
CC(=O)NCC(=O)N(C)C(C(=O)Nc1ccc(C(C)C)cc1)c1ccccc1 (stereo not given)
  -13	0.9	1	0.017	1412	8	0.9	-2	5	.	3
C=CCNC(=O)C(C)N1C(=O)c2ccccc2C1=O (stereo not given)
  -6	1.1	1.1	.	1455	0	1	13	-2	-8	-1
COc1ccc(CNC(=O)c2cc3c(s2)CN(Cc2ccccc2)C3)cc1
  2	1.4	1.4	0.32	1675	-9	1.1	2	14	-1	4
N#C/C(=C\c1ccc[nH]1)C(=O)NC1CC1
  -4	1	1	2.4	1514	4	1	2	-6	.	-1
CCOc1cc(S(=O)(=O)NCCN2CCOCC2)c(C)cc1C
  -3	0.9	1	.	1559	2	1	9	13	-6	3
CCOC(=O)c1cc(C(=O)OCC)c(=O)[nH]c1C
  -5	1.2	1	-0.027	1601	-15	1.2	-2	9	-2	-3
N#Cc1ccc(Cn2ccnc2C(=O)Nc2ccccc2)cc1
  3	0.9	0.9	-3	1320	16	0.8	3	2	-1	-1
